Bfl-1 Bim block = inhibitors of Bim-Bfl-1 interaction, human; 190,000 compounds, 0.12% hits; inhibition, % at 10 µM; Bead-based flow cytometry, Bim-Bfl-1 binding inhibition; AID 1008; Q16548;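 also: 0% = wells without compound plus tracer and 100% = blocker peptide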
RGS8-Gao = human RGS8-Galphao interaction regulation | P09471 | multiplexed bead flow cytometry, RGS8-Galphao binding; actives lie on both sides | response (percent of control binding), % at 10 µM | 220,000 compounds, 0.34% hits | AID 1423; in the data active = response below about 60% or above about 140%; inactive = in between;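 also: Galphao activated as the GDP aluminium fluoride complex binding bead-coupled RGS8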
Target sequence (P09471 whole entry, looked up): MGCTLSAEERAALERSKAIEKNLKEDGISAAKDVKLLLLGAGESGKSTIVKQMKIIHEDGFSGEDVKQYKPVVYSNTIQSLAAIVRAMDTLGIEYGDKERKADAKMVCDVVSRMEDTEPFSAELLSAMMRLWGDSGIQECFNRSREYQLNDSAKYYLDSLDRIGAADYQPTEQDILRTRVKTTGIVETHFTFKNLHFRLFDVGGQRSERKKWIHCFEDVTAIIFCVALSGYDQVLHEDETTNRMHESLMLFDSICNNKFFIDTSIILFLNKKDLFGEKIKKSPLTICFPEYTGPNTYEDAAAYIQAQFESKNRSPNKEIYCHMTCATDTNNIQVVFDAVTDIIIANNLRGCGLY
ABCB1 block = blocks JC-1 efflux by human ABCB1 transporter | P08183 | CCRF-Adr cells, flow cytometry | inhibition, % at 6.6 µM | 190,000 compounds, 0.067% hits | AID 1326; in the data active = inhibition above about 40%;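 also: 0% = vehicle and 100% = reference inhibitor; higher value means more JC-1 retained so stronger ABCB1 efflux block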
RGS4-Gao reg = human RGS4-Galphao interaction regulation; P09471; Multiplexed bead flow cytometry, RGS4-Galphao binding; actives lie on both sides; binding response (% of control), % at 10 µM; 220,000 compounds, 0.33% hits; AID 1415; in the data active = binding response below about 49% or above about 150%; inactive = in between;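 also: fluorescent Galphao activated with aluminum fluoride binding bead-coupled RGS4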
Bcl-B Bim block = human Bim-Bcl-B interaction inhibition | 190,000 compounds, 0.073% hits | inhibition, % at 10 µM | Q9HD36 | bead-based flow cytometry, Bim peptide-Bcl-B binding;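 also: 0% = tracer peptide without compound and 100% = reference inhibitor peptide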
Bcl-W Bim block = human Bim-Bcl-W interaction inhibition; 190,000 compounds, 0.02% hits; inhibition, % at 10 µM; bead-based flow cytometry, Bim peptide-Bcl-W binding; Q92843; AID 952;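 also: 0% = bound tracer without compound and 100% = peptide blocker; higher means less fluorescent Bim peptide bound to Bcl-W beads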
Target sequence (Q92843 whole entry, looked up): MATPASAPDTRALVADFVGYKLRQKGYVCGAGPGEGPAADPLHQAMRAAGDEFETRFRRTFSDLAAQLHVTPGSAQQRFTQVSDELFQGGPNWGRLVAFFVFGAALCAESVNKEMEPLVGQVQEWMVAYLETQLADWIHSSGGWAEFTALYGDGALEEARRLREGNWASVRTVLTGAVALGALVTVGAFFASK
GSH fluor = compound fluoresces at 488/530 nm on GSH beads; GSH beads flow cytometry, compound fluorescence 488/530 nm; hits give high values; fluorescence (KMESF) at 10 µM; 190,000 compounds, 0.25% hits; in the data active = fluorescence above about 89;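 also: glutathione beads carrying GST-tagged Bcl family fusion proteins plus one bare bead set; values are compound well signal with DMSO vehicle wells as background; inactives centre near 16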
Bim-Bcl-2 = disrupts Bim peptide binding to human Bcl-2; Bead-based flow cytometry, Bim peptide-Bcl-2 binding; inhibition, % at 10 µM; 190,000 compounds, 0.06% hits; in the data active = inhibition above about 40%; inconclusive = no clear call, values can overlap the other calls;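 also: 0% = no compound wells with probe peptide and 100% = reference peptide inhibitor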
Target sequence (P10415 whole entry, looked up): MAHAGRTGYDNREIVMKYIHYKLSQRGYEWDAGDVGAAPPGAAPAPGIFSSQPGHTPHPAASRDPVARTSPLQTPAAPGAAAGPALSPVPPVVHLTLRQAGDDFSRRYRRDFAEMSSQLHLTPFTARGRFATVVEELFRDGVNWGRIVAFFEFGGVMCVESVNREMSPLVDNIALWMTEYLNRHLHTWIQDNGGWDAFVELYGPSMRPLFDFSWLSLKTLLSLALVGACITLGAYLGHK
Bcl-XL Bim block = disrupts Bim peptide binding to human Bcl-XL; AID 1007; inhibition, % at 10 µM; Q07817; 190,000 compounds, 0.04% hits; bead flow cytometry, fluorescence
Target sequence (Q07817 whole entry, looked up): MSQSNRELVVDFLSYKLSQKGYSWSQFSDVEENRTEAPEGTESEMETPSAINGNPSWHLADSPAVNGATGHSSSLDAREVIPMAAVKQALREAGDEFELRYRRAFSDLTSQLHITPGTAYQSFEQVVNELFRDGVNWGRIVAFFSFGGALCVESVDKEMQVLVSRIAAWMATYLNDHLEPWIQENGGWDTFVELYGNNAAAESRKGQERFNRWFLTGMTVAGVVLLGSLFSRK
ABCG2 inh = inhibitors of human ABCG2 transporter, ABCB1 counter-screen; IgMXP3 cells, JC-1 efflux, flow cytometry; inhibition, % at 6.6 µM; 190,000 compounds, 0.1% hits;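 active = inhibition above 80%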;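 also: 0% = DMSO and 100% = nicardipine control wells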
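Test system: IgMXP3 (ABCG2) plus far-red-tagged CCRF-Adr (ABCB1) cells. Reagent: JC-1 dye as substrate. Timing: 10 min exposure at 25 °C with rotation, no wash. Measured by: flow cytometric JC-1 green MFI at 530 nm. Read-out: percent efflux inhibition, scaled nicardipine 100% to DMSO 0%. Control set: nicardipine and DMSO wells.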
RGS7-Gao = modulates binding of RGS7 to human Galphao. Multiplexed bead flow cytometry; actives lie on both sides. binding response (% of control), % at 10 µM. 220,000 compounds, 0.35% hits; in the data active = binding response below about 49% or above about 150%; inconclusive = no clear call, values can overlap the other calls; inactive = in between;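 also: fluorescent Galphao held in activated GDP-AlF4 state binding bead-coupled RGS7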
* hit, by the source's call; ? = inconclusive; . = not tested or not shown; & = joins results of further samples; [ ] = another dose, or the depositor's remark. Rule as the data show it, unless noted: active = inhibition above about 40%.

SMILES	Bfl-1 Bim block	RGS8-Gao	ABCB1 block	RGS4-Gao reg	Bcl-B Bim block	Bcl-W Bim block	GSH fluor	Bim-Bcl-2	Bcl-XL Bim block	ABCG2 inh	RGS7-Gao
Cc1ccc(S(=O)(=O)Nc2ccc(NC(=O)CN3CCCCC3)c(Cl)c2)cc1	-7	100	0.4	99	-9	-1	11	-7	0	1	99
CCn1c(SCC(=O)N2CCOCC2)nc2sc3c(c2c1=O)CCCC3	-14	103	8.3	100	-9	0	30	-11	-1	7	100
O=C(N/N=C/c1cn(-c2ccccc2)nc1-c1cccnc1)c1cccnc1	-5	103	0.0	112	2	-1	11	-3	1	24	174*[activator]
CC(=O)c1cc(NC(=O)c2ccc(Cl)cc2)c(=O)oc1/C=C/N(C)C	-8	96	0.6	96	-8	0	38	-11	5	2	96
CCc1nnc(NC(=O)CCN2C(=O)CCC2=O)s1	-10	97	0.3	94	-3	-2	264*	-9	0	1	93
Cc1nc(SCc2ccc(OCCC(C)C)cc2)n[nH]1	-5	99	-0.4	102	-5	-3	15	-3	-2	0	?
CCOc1cc2[nH]c(=S)n(Cc3ccc(C)o3)c(=O)c2cc1OCC	8	100	3.0	102	-16	3	25	-5	-2	11	101
CC(C)CNC(=O)CC(=O)N/N=C/c1ccc(Br)cc1	-1	84	-0.7	92	0	-3	9	0	0	3	95
CC1CC(N(C(=O)C2CC2)c2ccccc2)c2ccccc2N1C(=O)C1CC1 (stereo not drawn)	-2	99	2.7	105	-1	-1	8	-1	0	4	104
CCOC(=O)N1CCN(C(=S)NC(=O)c2ccc(F)c(F)c2)CC1	-4	106	0.2	101	-3	-2	25	0	-2	0	103
COc1ccc(-c2cn(-c3ccccc3)c3[n+]2CCS3)cc1	-11&-11	101&95	0.3&-0.1	99&89	-6&-1	-3&0	13&13	-9&-1	-5&-1	11&0	106&99
COc1cc(OC)cc(-n2nnnc2SCC(=O)NCc2ccc3c(c2)OCO3)c1	0	100	0.4	97	0	0	6	0	-2	3	102
Cc1ccccc1NC(=S)NCCO	-1	99	0.7	100	-2	0	15	0	0	5	?
Cc1ccc(S(=O)(=O)N2CCCCC2)cc1NC(=O)CSc1nnc(N)s1	0	100	-0.4	99	0	-4	69	-3	-3	-1	103
COc1ccc(O[C@H]2C=C[C@@H](c3ccccc3)O[C@@H]2CO/N=C(\C)CCN2CCc3nc(-c4ccccc4)c(-c4ccccc4)cc3C2)cc1	0	102	2.2	102	-3	0	19	4	-2	9	102
FC(F)(F)c1nnc2sc(-c3cccs3)nn12	-2	101	0.2	98	2	1	15	-1	0	4	97
O=C(NNC(=O)c1sccc1-n1cccc1)Nc1ccc(F)cc1	-4	97	0.4	99	-7	-1	15	-1	-3	4	101
COc1ccc(Nc2ncnc3c2oc2ccccc23)cc1	-1	108	0.5	107	-4	-1	10	-1	-1	2	106
CC(/C=N/Nc1nc(C)cc(=O)[nH]1)=C\c1ccccc1	-1	105	0.1	107	-2	-2	6	0	0	3	109
NC(=S)N/N=C/c1ccccc1OCCSc1ccc(Cl)cc1	4	104	-0.3	107	2	-4	9	1	-9	2	114
CCOC(=O)C1CCN(C(=O)CSc2n[nH]c(=O)[nH]c2=O)CC1	-10	93	0.1	92	-5	2	43	-5	1	3	91
O=C(CSc1nnnn1-c1ccccc1F)NNC(=O)c1ccco1	-4	102	0.2	103	-3	0	9	0	-1	1	101
CCn1c(=N)c(S(=O)(=O)c2ccc(Cl)cc2)cc2c(=O)n3ccccc3nc21	-6	104	0.8	99	0	2	13	0	-2	3	101
Cc1cccc2cc(CN(Cc3ccco3)C(=O)NC3CCCCC3)c(=O)[nH]c12	-4	100	2.8	104	-2	-3	23	0	-5	5	114
O=C(NCCNS(=O)(=O)c1cccc(C(F)(F)F)c1)c1cc(OCC(F)(F)F)ccc1OCC(F)(F)F	-7	103	0.5	105	-13	0	13	-4	-4	3	107
CCN(CC)CCNC(=O)Cc1c(C(=O)O)n(CC)c2ccccc12	-2	102	0.5	104	-4	0	17	0	2	2	100
O=C(c1ccc2ccccc2c1)N1CCN(c2ccc([N+](=O)[O-])c(N3CCOCC3)c2)CC1	-3	102	1.7	110	9	0	8	-1	-2	13	107
Cc1ccc(S(=O)(=O)NCC(=O)OCc2ccccc2)cc1	4	104	0.1	107	2	0	12	3	0	-2	?
CCn1c(=O)c2cc(C(=O)N3CCN(C)CC3)sc2c2ccccc21	-10	103	1.6	103	-8	0	28	-8	-2	4	100
COc1cc(/C=C2/SC(=S)N(CC3CCCO3)C2=O)ccc1O (stereo not drawn)	-5	97	-0.2	97	-10	0	12	-7	-6	10	91
CC(=O)c1c(C)[nH]c(C(=O)NCc2ccccc2)c1C	-1	104	0.1	103	0	0	17	-3	1	1	102
C=CCNC(=O)C(C#N)c1nc2ccccc2nc1N1CCCCCC1 (stereo not drawn)	1	97	0.3	98	-2	-1	22	0	-3	2	99
CC(C)Cc1nc2oc3c(N4CCN(C)CC4)ncnc3c2c2c1CCCC2	0	105	0.7	107	0	0	11	0	3	2	104
O=C(Oc1cccnc1)c1ccc(Cl)cc1	-7	99	-0.4	95	-3	-2	32	-1	-3	10	94
CCOCC(=O)Nc1nc(-c2ccccc2)c(CC)s1	-12	99	0.9	99	-12	-2	25	-9	-5	11	102
CCOC(=O)CSCc1c(C#N)c2ccccc2n1C	-9	103	0.1	101	-7	0	21	-9	-8	0	98
COc1ccccc1CNC(=O)c1ccc2c(=O)n(CCCN3CCCC3=O)c(=S)[nH]c2c1	-5	98	0.1	97	-9	-2	19	-3	-4	2	101
COc1cccc(-n2c(SCC(=O)OC(C)C)nnc2-c2cccnc2)c1	-2	90	0.8	95	-2	0	30	-1	-7	2	93
COc1ccc(CCN2C(=O)CC(Cc3ccc(C)cc3)C2=O)cc1OC (stereo not drawn)	-7	104	0.0	104	-1	-1	10	0	-1	0	108
CCn1cc(S(=O)(=O)Nc2cc(F)ccc2C)cn1	-4	102	0.8	101	-3	1	26	2	-2	0	105
CCO[C@H]1OC(C(=O)N2CCN(Cc3ccc4c(c3)OCO4)CC2)=C[C@@H](c2ccc(Br)cc2)[C@@H]1CCCO	0	102	1.1	90	2	-1	20	-2	0	0	91
Cc1nn(C)c(C)c1NS(=O)(=O)c1ccccc1	-10	103	0.7	101	-9	0	14	-12	-6	20	104
COC(=O)c1ccc(N=NNc2cccc(Br)c2)cc1	0	104	-0.1	103	-8	-3	5	-2	-2	-1	104
CC(C)c1nc(N2CCN(C(=O)c3ccccc3)CC2)c(C#N)c2c1COC(C)(C)C2	-2	98	2.2	100	-36	-3	13	1	-2	2	102
CC(C)n1nc(C(=O)OCC(=O)N(C)C2CCS(=O)(=O)C2)c2ccccc2c1=O (stereo not drawn)	-5	98	0.2	97	-1	-1	50	-2	-1	0	97
O=C(CN1C(=O)NC(Cc2ccccc2)C1=O)NC(=O)NC1CCCCC1 (stereo not drawn)	-4	102	0.8	102	-3	0	49	-2	-1	4	102
COc1ccc2oc(C(F)(F)C(F)F)cc(=O)c2c1	-11	100	0.2	102	-6	1	14	-6	0	1	99
C=CCOC(=O)Nc1c(C(=O)OC)[nH]c2ccc(Cl)cc12	-16	102	.	104	-4	0	17	-3	-7	.	101
COc1cccc(CN2CCNC(=O)C2CC(=O)NCCn2ccc3ccccc32)c1OC (stereo not drawn)	-5	96	0.2	97	-3	-2	21	-2	0	2	100
Cc1cccc(/C=C(\c2nc3ccccc3[nH]2)S(=O)(=O)c2ccccc2)c1	-17	101	6.4	104	-12	-5	19	-6	-8	6	105
Cc1ccnc(NS(=O)(=O)c2ccc(NC(=O)COc3ccccc3)cc2)n1	-2	103	0.0	102	1	0	11	2	0	0	102
CC1CCN(C(=O)c2ccc(S(=O)(=O)Cc3ccccc3F)c([N+](=O)[O-])c2)CC1	1	104	.	99	-5	-5	9	-5	-9	2	103
O=C(NCC1CCCO1)C(c1ccc(F)cc1)N(Cc1ccc(F)cc1)C(=O)Cn1nnc(-c2cccs2)n1 (stereo not drawn)	5	97	2.0	100	-4	-3	18	-2	-3	4	102
O=C(COc1ccccc1Cl)Nc1cccnc1	-6	104	-1.0	100	-3	0	12	1	-1	5	106
CC(=O)c1cn(CCCCCCCn2cc(C(C)=O)c(=O)[nH]c2=O)c(=O)[nH]c1=O	0	101	0.9	97	-1	0	12	0	-2	-3	96
CC1(C)CN=C(NC2CCCCC2)S1	-11	101	0.0	97	-3	-2	4	-1	-1	0	97
O=C(NC1CCCCC1)N1CCN(C2CCCCC2)CC1	-2	123	4.9	110	6	0	32	-7	-6	-3	111
CS(=O)(=O)N1CCc2cc(S(=O)(=O)Nc3ccc4c(c3)OCCO4)ccc21	0	101	0.1	103	-2	-3	20	-4	-3	0	98
COc1cccc(CNc2nc3ccccc3n2CCN2CCCCC2)c1	-5	100	0.7	99	-3	0	24	-3	-4	3	97
CCOc1ncccc1C(=O)N(C)CC(=O)Nc1ccc(C)cc1	0	107	0.8	99	-2	0	8	0	0	14	102

Three entries already listed, ordered by the value under Bim-Bcl-2, highest first.
structure | Bim-Bcl-2
CCOc1ncccc1C(=O)N(C)CC(=O)Nc1ccc(C)cc1 | 0
CC1CCN(C(=O)c2ccc(S(=O)(=O)Cc3ccccc3F)c([N+](=O)[O-])c2)CC1 | -5
Cc1cccc(/C=C(\c2nc3ccccc3[nH]2)S(=O)(=O)c2ccccc2)c1 | -6

Continuation:
SMILES	Bfl-1 Bim block	RGS8-Gao	ABCB1 block	RGS4-Gao reg	Bcl-B Bim block	Bcl-W Bim block	GSH fluor	Bim-Bcl-2	Bcl-XL Bim block	ABCG2 inh	RGS7-Gao
O=C(NCCCn1ccnc1)C(=O)NCc1ccccc1	-3	102	0.0	101	-8	-4	25	-1	-6	0	104
O=C(CCC(=O)c1cccs1)OCC(=O)N1CCN(S(=O)(=O)c2ccccc2)CC1	-14	102	0.1	100	-11	-4	36	-9	-7	3	99
Cc1oc(CC(C)C)cc1C(=O)Nc1ccc(C(=O)O)cc1	-16	102	1.8	102	-4	1	31	-8	-5	1	98
CNC(=S)N/N=C/c1c(Cl)cccc1Cl	1	108	0.1	107	-5	-1	23	2	-1	1	104
CCOC(=O)c1sc(=S)sc1SCc1cccc(C(F)(F)F)c1	-8	99	-0.3	99	-4	2	46	-6	1	0	97
Cc1cc(N2CCCCC2)nc2ccccc12	-4	107	-0.1	108	-3	-2	14	-1	0	0	106
COc1ccc(OCC(=O)NNC(=O)c2ccc(-c3ccccc3)cc2)cc1	-2	98	-0.1	88	4	3	48	3	0	0	92
Cc1cc(C)nc(NC(=O)C(c2ccccc2)c2ccccc2)c1	0	100	9.2	116	-2	-3	21	0	-7	5	112
CCCN1CCN(CCCNC(=S)Nc2ccc3nc(N4CCN(CC)CC4)cc(C)c3c2)CC1	-2	105	-0.3	109	-6	-3	19	-4	-5	0	?
Cc1ccc2[nH]c(=O)c(CN(CCCN3CCOCC3)C(=O)Nc3cccc(Cl)c3)cc2c1	2	95	4.8	98	0	0	23	2	-1	7	98
CC(=O)c1c(C)[nH]c(C(=O)CSc2nnc3ccccn23)c1C	-1	103	0.2	102	-4	-3	5	1	-5	1	102

Screening results (PubChem BioAssay)
